# Source: PubChem BioAssay (several laboratories)
# S1P2 blocker = S1P2 (human) receptor antagonism; inhibition, % at 5 µM; 97,000 compounds, 0.21% hits; O95136; AID 736; cell-based S1P2 antagonist assay, inhibition at 5 uM; in the data active = inhibition above about 45%;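 note: CRE beta-lactamase reporter cells expressing human S1P2 stimulated with S1P; 0% = agonist at EC80 alone and 100% = agonist plus reference antagonist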
# Target sequence (O95136 whole entry, looked up): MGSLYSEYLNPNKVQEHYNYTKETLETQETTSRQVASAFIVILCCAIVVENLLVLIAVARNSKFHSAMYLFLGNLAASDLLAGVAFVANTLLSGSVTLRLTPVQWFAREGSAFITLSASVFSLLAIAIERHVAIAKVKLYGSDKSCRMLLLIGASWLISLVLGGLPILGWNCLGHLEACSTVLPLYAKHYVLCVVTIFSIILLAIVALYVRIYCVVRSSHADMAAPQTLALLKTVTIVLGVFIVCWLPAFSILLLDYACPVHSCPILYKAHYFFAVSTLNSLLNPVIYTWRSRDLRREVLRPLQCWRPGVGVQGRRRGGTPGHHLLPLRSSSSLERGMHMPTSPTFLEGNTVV
# hDAT+cocaine = modulates human dopamine transporter uptake under cocaine. 110,000 compounds, 1.3% hits. B-score at 10 µM. Q01959. LLC-PK1 hDAT cells, [14C]-dopamine uptake with cocaine IC80; actives deviate in either direction;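 active = Z score or B-score, a plate-position-corrected score, falls beyond the plate's 99.7% confidence bounds, in either direction; inactive = both scores lie inside the 99.7% bounds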;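 note: scored against the spread of the other compound wells on the same plate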
# sEH act = increases human soluble epoxide hydrolase activity; AID 717; activation, % at 2 µM; 91,000 compounds, 0.04% hits; purified human sEH enzymatic activity, activator screen; in the data active = activation above about 37%; note: values of inactives mirror those of a sister screen read the other way
# PostGolgi yeast = growth inhibition of a yeast mutant, post-Golgi transport screen | AID 739 | post-Golgi transport phenotypic cell assay | inhibition, % at 10 µM | 98,000 compounds, 0.9% hits;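 note: yeast cells grown in 1536-well plates; yeast grown about 18 h at 30C before absorbance read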
# CYP2C19 inhib = human CYP2C19 inhibition; P33261; CYP2C19 Supersomes, luciferin-H EGE luminescence, 30 min; inhibition, % at 5 µM; 96,000 compounds, 21% hits; AID 778;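 active = CYP2C19 inhibition above a set limit at 5 µM in the primary screen, cut at about 50% in these data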;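 note: plate controls were negative control wells for no effect and 2.5 mM tranylcypromine positive control for full effect; values of inactives mirror those of a sister screen read the other way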
# Target sequence (P33261 whole entry, looked up): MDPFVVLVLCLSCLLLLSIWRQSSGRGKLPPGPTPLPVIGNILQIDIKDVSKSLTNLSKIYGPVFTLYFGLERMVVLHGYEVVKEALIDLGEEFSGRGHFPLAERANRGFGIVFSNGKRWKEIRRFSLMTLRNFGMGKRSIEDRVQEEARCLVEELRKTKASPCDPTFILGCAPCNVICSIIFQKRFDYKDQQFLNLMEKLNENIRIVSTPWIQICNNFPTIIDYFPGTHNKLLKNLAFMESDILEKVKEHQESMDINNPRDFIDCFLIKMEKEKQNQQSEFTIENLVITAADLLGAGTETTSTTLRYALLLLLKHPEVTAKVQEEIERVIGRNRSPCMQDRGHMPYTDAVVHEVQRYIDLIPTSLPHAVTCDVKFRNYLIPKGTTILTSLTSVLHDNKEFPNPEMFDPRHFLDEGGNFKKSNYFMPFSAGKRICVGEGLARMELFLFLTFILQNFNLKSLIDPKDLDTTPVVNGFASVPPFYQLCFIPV
# S1P2 agonist = agonists of human S1P2 receptor; 97,000 compounds, 0.46% hits; O95136; S1P2-expressing cell line, agonist reporter read-out; activation, % at 4.5 µM; AID 729; in the data active = activation above about 16%;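 note: 0% = vehicle low control and 100% = maximal reference agonist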
# sEH inhibitor = soluble epoxide hydrolase (human) inhibition; P34913; 91,000 compounds, 0.34% hits; inhibition, % at 2 µM; recombinant human sEH enzymatic activity assay; in the data active = inhibition above about 80%; note: values of inactives mirror those of a sister screen read the other way; many of its hits are not listed in these tables
# PostGolgi ctrl = yeast control strain growth, post-Golgi counter-screen | efflux-deficient yeast background strain, growth absorbance A615, 16 h | inhibition, % at 10 µM | 98,000 compounds, 5% hits | AID 738
# CYP2C19 act = cytochrome P450 2C19 (human) activation | 96,000 tested, under 10 active | P33261 | AID 1025 | activation factor at 5 µM | recombinant CYP2C19, luciferin-H EGE luminescence; stronger effect = higher value; 0 = fully inhibited enzyme, 1 = untreated enzyme;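 active = activation factor of at least 2 at 5 µM in the primary screen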;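 note: 0 = wells with 2.5 mM tranylcypromine and 1 = vehicle-only wells; values of inactives mirror those of a sister screen read the other way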
# * hit, by the source's call; / = not tested or not shown. Cut-off read from the data, not from the text of the source, unless noted: active = inhibition above about 30%; inactive = the rest.
SMILES,S1P2 blocker,hDAT+cocaine,sEH act,PostGolgi yeast,CYP2C19 inhib,S1P2 agonist,sEH inhibitor,PostGolgi ctrl,CYP2C19 act
CCCCc1nc2ccccc2c(=O)n1NC(=O)c1c(O)c2c(n(CC(C)C)c1=O)CCCC2,/,1.5,/,-4,15,/,/,9,0.8
CCCSc1oc(-c2ccco2)nc1S(=O)(=O)c1ccccc1,-13,0.64,7,15,90*,0,-2,33*,0.1
O=C(CCC(=O)c1cccs1)Nc1nnc(C2CC2)s1,7,0.68,/,-5,47,-4,/,5,0.5
C/C(N)=C(/C#N)C(=O)COC(=O)c1ccc(C)c(S(=O)(=O)N2CCCCC2)c1,-18,0.4,2,2,81*,-2,1,-2,0.2
O=c1[nH]c(C(F)(F)F)nc2ccccc12,-8,-0.19,8,3,-11,-8,-8,6,1.1
COCCCNC(=O)CCn1c(=O)c2ccccc2n(CC(=O)Nc2ccccc2C)c1=O,13,-0.011,/,-2,-9,-2,/,20,1.1
CC(C)CCOP(=O)(c1ccc(N(C)C)cc1)C(O)c1ccccn1 (centres undefined),-3,-0.18,3,1,80*,-4,-6,0,0.2
COc1ccc(CNC(=O)c2cc(-n3cnnc3)ccc2Cl)cc1,4,0.14,-2,14,-2,-3,5,-3,1
CN=C(Nc1cc(C)nn1CCC#N)c1ccccc1,-1,-0.52,2,3,13,-4,-2,-5,0.9
O=C(NC12CC3CC(CC(C3)C1)C2)c1cnccn1,9,-1.2,15,-15,-9,0,-15,-4,1.1
CCc1nc(OCc2ccccc2)c2sc3nc4c(cc3c2n1)COC(C)(C)C4,-14,-0.1,3,2,3,-2,-3,9,1
O=C(N/C=N/OCc1ccc(Cl)cc1Cl)NOCc1ncc(C(F)(F)F)cc1Cl,-16,0.96,-33,-4,97*,1,35,34*,0
C/C(=N/NC(=O)c1cn(-c2cccc(C)n2)cn1)c1ccc(C)cc1,28,0.13,-3,2,7,-5,3,7,0.9
CCC(C)NC(=O)CSC1=Nc2ccccc2C2=NC(CC(=O)NCc3ccccc3)C(=O)N12 (centres undefined),-11,-1.2,17,-1,/,-3,-11,-3,/
CCOC(=O)N1CCN(C(=O)c2ccc(C)c(S(=O)(=O)Nc3cccc(C)c3C)c2)CC1,13,1.8,6,3,54*,-3,-8,0,0.5
O=C(O)COc1nsnc1N1CCOCC1,18,-0.1,/,-1,-6,-5,/,-3,1.1
CC(=O)c1cccc(NC(=O)C2CCCN(S(=O)(=O)c3cccc4cccnc34)C2)c1 (centres undefined),3,-0.022,/,-3,30,-4,/,1,0.7
O=C(O)CCOc1ccc2c(c1)OCCO2,1,-7.6*,2,-6,19,-3,-2,4,0.8
Cc1nn(C)cc1CNC(=O)c1cccc(Br)c1,6,-0.98,-2,/,/,-3,-2,/,/
CC1=C(C(=O)Nc2ccccc2C)C(c2ccc(C)o2)n2c(s/c(=C/c3ccccc3)c2=O)=N1 (centres undefined),-3,0.57,-13,8,-7,-8,10,7,1.1
Cc1ccc(-c2cc(C(=O)NCCCn3ccnc3)c3cc(Br)ccc3n2)o1,24,0.67,-2,0,94*,4,-2,-5,0.1
CCOC(=O)N1CCN(C(=O)c2ccc3nc4ccsc4c(=O)n3c2)CC1,/,/,/,3,-2,/,/,9,1
COc1ccc(-c2nnc(SCCOc3cccc(C)c3)n2N)cc1,4,0.01,6,-4,48,-8,-8,-1,0.5
COCCNC(=O)C1CC(c2cccc(OC)c2)=NO1 (centres undefined),8,-0.28,21,8,7,-6,-22,37*,0.9
CC(C(=O)N1CCOCC1)(c1ccccc1)c1ccccc1,-12,-1.3,-1,19,94*,-3,4,-1,0.1

# Going on with the list:
SMILES,S1P2 blocker,hDAT+cocaine,sEH act,PostGolgi yeast,CYP2C19 inhib,S1P2 agonist,sEH inhibitor,PostGolgi ctrl,CYP2C19 act
CCOC(=O)Nc1cc2c(C)cc(=O)oc2cc1C,12,/,/,15,1,-10,/,1,1
COCCOC(=O)C1=C(C)NC(=O)NC1c1c(F)cccc1Cl (centres undefined),12,-1.2,13,12,30,-6,-13,1,0.7
CCCCOc1ccc(Cl)cc1CSc1nnc(CC)n1N,-1,0.44,5,-4,54*,-4,-7,5,0.5
Cc1nc(N)sc1-c1csc(Nc2ccc(Cl)cn2)n1,0,4.5*,0,-4,/,-7,2,42*,/
COc1ccc(NC(=O)CN(C)S(=O)(=O)c2cccc3cccnc23)cc1,5,1.2,-12,9,70*,-1,10,17,0.3
CC1(C)Cc2c(C#N)c(OCC(=O)c3ccc(Cl)cc3)nc(-c3ccoc3)c2CO1,14,-0.82,9,-9,79*,-8,-8,11,0.2
C/C(=N\NC(=O)c1ccc(Cl)cc1)c1ccc(Br)s1,-3,0.68,-13,0,11,-5,14,-6,0.9
O=C(O)CCCCCNC(=O)c1cccc(Br)c1,5,0.59,-10,4,-7,-2,12,15,1.1
Cc1cccc(NC(=O)CN(c2ccc(C(C)C)cc2)S(=O)(=O)c2c(C)nn(C)c2C)n1,4,0.34,-11,-1,96*,-6,9,5,0
O=C(c1ccccc1)c1ccc(OC(=O)N2CCOCC2)cc1,1,0.015,0,0,13,-5,0,-6,0.9
O=C(c1ccc(-c2ccccc2)cc1)N1CCC(C(=O)N2CCCC2)CC1,0,1.4,3,-9,4,-3,0,-5,1
Cc1nnc(SCc2ccc3c(c2)OCO3)s1,4,0.41,0,-4,69*,-4,3,3,0.3
C=CCn1c(SCC(N)=O)nnc1-c1cccc(Br)c1,-9,-0.025,-1,-6,21,-3,0,18,0.8
O=C(Nc1cccn(Cc2c(Cl)cccc2Cl)c1=O)c1ccc(Cl)cc1,8,/,0,8,80*,-1,3,-8,0.2
O=C(Nc1ccn(Cc2c(F)c(F)cc(F)c2F)n1)c1ccc(COc2cc(Cl)ccc2Cl)o1,-1,-0.48,-5,13,13,-4,6,-1,0.9
COc1cccc(-c2csc(N3CCN(C(=O)Nc4ccccc4OC)CC3)n2)c1,14,1.9,12,-8,/,-4,-8,6,/
O=C(CN1C(=O)C2(OCCO2)c2ccccc21)c1ccc(Cl)cc1,4,0.82,14,-2,/,-5,-11,12,/
COCc1nnc(NC(=O)c2ccc(NC(C)=O)cc2)s1,11,-0.19,0,/,/,-3,0,/,/
COc1ccc(-n2c(Cn3nnc4ccccc43)nnc2SCC(=O)O)cc1,9,-0.069,1,5,1,-5,1,-2,1
Cc1cccc(/C(N)=N/OC(=O)N2CCOCC2)c1,0,-0.51,11,0,29,-6,-7,-5,0.7
O=C(Nc1ccc(-n2cnnn2)cc1)C1CCCCC1,-17,0.04,-8,-5,33,-7,5,6,0.7
C=CCN1C(=O)CSC1=Nc1cccc(O)c1,-5,-0.59,4,-4,4,-5,2,-4,1
CC1CCC(NC(=O)c2cnccn2)CC1 (centres undefined),-8,0.11,10,5,23,-4,-8,16,0.8
CC(=O)c1c(C)nn(CC(O)COc2ccc3c(c2)CCC3)c1C (centres undefined),8,15*,-9,-6,46,-4,9,15,0.5
CC1=C(C#N)C(c2cccnc2)C2=C(CCCC2=O)N1 (centres undefined),-10,-0.48,-7,/,/,-4,7,/,/

# The listing continues:
SMILES,S1P2 blocker,hDAT+cocaine,sEH act,PostGolgi yeast,CYP2C19 inhib,S1P2 agonist,sEH inhibitor,PostGolgi ctrl,CYP2C19 act
O=C(CSc1nnc(Cn2nnc(-c3ccccc3)n2)n1-c1ccccc1)Nc1ccccc1,14,-0.062,-1,-6,21,-5,2,5,0.8
CC1=C(C(=O)N(C)Cc2ccccc2)C2(CCC(C)CC2)OC1=O (centres undefined),21,0.96,13,5,/,-5,-13,16,/
COc1ccccc1-c1cc(C(=O)Nc2ccc(F)cc2F)no1,-4,-0.54,4,0,14,-5,-2,2,0.9
O=C(CSc1ccc2ccccc2c1)Nn1cnnc1,11,-0.26,-4,-3,88*,-5,4,0,0.1
O=c1c2c(nc3nc[nH]n13)CCC2,9,-0.22,0,14,-18,-2,-3,7,1.2
CCC(C)NC(=O)CSc1nc2ccsc2c(=O)n1-c1ccc(OC)cc1 (centres undefined),-22,-0.45,14,-2,3,-7,-11,0,1
Cc1ccc(C(=O)Nc2sc3c(c2C(=O)NCc2ccco2)CCCC3)cc1,8,-1.5,6,2,8,-11,-6,0,0.9
Cc1cc(NC(=O)C2CCN(S(=O)(=O)c3cccs3)CC2)no1,6,1.1,1,0,19,-5,-1,-3,0.8
CC(=O)Nc1ccccc1-c1nc2ccc(C(=O)N3CCN(c4ccccc4)CC3)cc2[nH]c1=O,3,-1.4,-16,-8,13,-6,15,18,0.9
O=C(CSc1nnc(-c2cccs2)o1)c1cccs1,9,0.32,-5,6,42,-8,5,6,0.6
C=CCOc1ccc(/C=C/C(C)=N\O)cc1,9,1.6,-3,0,15,-3,3,2,0.8
COc1ccc(CCNc2ccc(C)cc2)cc1,-12,0.072,-1,-8,85*,0,2,-1,0.2
COc1ccccc1C1CC(c2c(-c3ccccc3)c3cc(Cl)ccc3[nH]c2=O)=NN1S(C)(=O)=O (centres undefined),21,0.63,-1,-1,28,-4,2,1,0.7
Cc1ccc(C(=O)CN2CCC(NC(=O)C3CCCCC3)CC2)cc1,-8,-0.099,-6,-4,26,-7,8,0,0.7
COCCCNS(=O)(=O)c1ccc2c3c(cccc13)C(=O)S2,-10,-0.48,-4,6,/,-5,9,15,/
O=C(CSC1c2ccccc2C(=O)N1c1ccccc1)N1CCOCC1 (centres undefined),13,-0.28,-2,-11,/,-2,3,-3,/
O=C(Nc1cc2c(cc1Br)OCCO2)c1ccco1,19,1.1,14,/,/,-4,-14,/,/
CCC(=O)Nc1nc2nc(-c3ccccc3)cc(-c3ccccc3)n2n1,21,/,/,8,-1,-1,/,7,1

# Four compounds picked at random from the list so far, as already listed:
SMILES,S1P2 blocker,hDAT+cocaine,sEH act,PostGolgi yeast,CYP2C19 inhib,S1P2 agonist,sEH inhibitor,PostGolgi ctrl,CYP2C19 act
O=C(CSc1nnc(-c2cccs2)o1)c1cccs1,9,0.32,-5,6,42,-8,5,6,0.6
O=C(CSc1nnc(Cn2nnc(-c3ccccc3)n2)n1-c1ccccc1)Nc1ccccc1,14,-0.062,-1,-6,21,-5,2,5,0.8
COc1ccc(CCNc2ccc(C)cc2)cc1,-12,0.072,-1,-8,85*,0,2,-1,0.2
O=C(CSc1ccc2ccccc2c1)Nn1cnnc1,11,-0.26,-4,-3,88*,-5,4,0,0.1

# Exported with two lines to a compound: 5 of the compounds above
# Results follow in this order: S1P2 blocker, hDAT+cocaine, sEH act, PostGolgi yeast, CYP2C19 inhib, S1P2 agonist, sEH inhibitor, PostGolgi ctrl, CYP2C19 act
COc1cccc(-c2csc(N3CCN(C(=O)Nc4ccccc4OC)CC3)n2)c1
 : 14, 1.9, 12, -8, /, -4, -8, 6, /
CC1(C)Cc2c(C#N)c(OCC(=O)c3ccc(Cl)cc3)nc(-c3ccoc3)c2CO1
 : 14, -0.82, 9, -9, 79*, -8, -8, 11, 0.2
O=C(CN1C(=O)C2(OCCO2)c2ccccc21)c1ccc(Cl)cc1
 : 4, 0.82, 14, -2, /, -5, -11, 12, /
O=C(CSc1nnc(Cn2nnc(-c3ccccc3)n2)n1-c1ccccc1)Nc1ccccc1
 : 14, -0.062, -1, -6, 21, -5, 2, 5, 0.8
COc1ccccc1C1CC(c2c(-c3ccccc3)c3cc(Cl)ccc3[nH]c2=O)=NN1S(C)(=O)=O (centres undefined)
 : 21, 0.63, -1, -1, 28, -4, 2, 1, 0.7
